Source: PubChem BioAssay (several laboratories)
S1P4 ag – human S1P4 receptor agonism | S1P4-expressing cell line, agonist reporter assay | actives 0.35% (n = 220,000) | activation, % at 4.98 µM; in the data active = activation above about 11%;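 also: 0% = DMSO vehicle and 100% = reference agonist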
Target sequence (O95977 whole entry, looked up): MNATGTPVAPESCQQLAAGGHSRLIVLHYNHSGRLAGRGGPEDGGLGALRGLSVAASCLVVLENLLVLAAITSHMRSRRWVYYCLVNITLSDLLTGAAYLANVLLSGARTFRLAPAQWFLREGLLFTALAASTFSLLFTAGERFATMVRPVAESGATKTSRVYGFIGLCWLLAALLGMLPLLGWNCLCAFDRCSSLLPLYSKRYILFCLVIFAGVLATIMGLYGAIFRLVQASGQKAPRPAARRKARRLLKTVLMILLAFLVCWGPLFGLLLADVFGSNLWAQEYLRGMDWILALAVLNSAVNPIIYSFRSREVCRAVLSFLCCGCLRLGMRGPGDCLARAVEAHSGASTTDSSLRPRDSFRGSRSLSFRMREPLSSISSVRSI
PERK inh – human PERK inhibition, primary cell-based screen; Q9NZJ5; CHO PERK-DD fusion, SEAP luminescence translation reporter; inhibition, % at 5.6 µM; actives 0.17% (n = 220,000);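 active = inhibition above the mean inhibition of all tested compounds plus 3 SD, set separately per screening campaign, cut at about 2.9% in these data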;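 also: PERK kinase domain activated by AP20187 dimerizer at 100 nM; 0% = DMSO with dimerizer and 100% = rapamycin at 8.4 µM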
NPY2 pot ag – human NPY-Y2 potentiation or agonism, primary screen; activation, % at 3.6 µM; actives 0.45% (n = 220,000); cells expressing NPY-Y2, potentiator/agonist read-out; AID 1359; in the data active = activation above about 27%;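 also: cells stimulated with NPY near EC25 plus isoproterenol at EC100; 0% = vehicle plus submaximal agonist and 100% = vehicle plus saturating agonist; some results beyond the cut were filed as inactive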
Wee1 degr inh – human Wee1 degradation inhibition, primary screen. P30291. actives 1.2% (n = 220,000). HeLa Luc-Wee1K328M stability, luciferase luminescence; 100% = proteasome inhibitor MG132 effect. reporter increase, % at 5 µM;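 active = activation above the mean of all tested compounds plus 3 SD, set per screening run, cut at about 8.8% in these data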;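 also: cells exposed to compound for 20 h before luminescence read; 0% = DMSO alone and 100% = MG132 at 30 µM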
Target sequence (P30291 whole entry K328M): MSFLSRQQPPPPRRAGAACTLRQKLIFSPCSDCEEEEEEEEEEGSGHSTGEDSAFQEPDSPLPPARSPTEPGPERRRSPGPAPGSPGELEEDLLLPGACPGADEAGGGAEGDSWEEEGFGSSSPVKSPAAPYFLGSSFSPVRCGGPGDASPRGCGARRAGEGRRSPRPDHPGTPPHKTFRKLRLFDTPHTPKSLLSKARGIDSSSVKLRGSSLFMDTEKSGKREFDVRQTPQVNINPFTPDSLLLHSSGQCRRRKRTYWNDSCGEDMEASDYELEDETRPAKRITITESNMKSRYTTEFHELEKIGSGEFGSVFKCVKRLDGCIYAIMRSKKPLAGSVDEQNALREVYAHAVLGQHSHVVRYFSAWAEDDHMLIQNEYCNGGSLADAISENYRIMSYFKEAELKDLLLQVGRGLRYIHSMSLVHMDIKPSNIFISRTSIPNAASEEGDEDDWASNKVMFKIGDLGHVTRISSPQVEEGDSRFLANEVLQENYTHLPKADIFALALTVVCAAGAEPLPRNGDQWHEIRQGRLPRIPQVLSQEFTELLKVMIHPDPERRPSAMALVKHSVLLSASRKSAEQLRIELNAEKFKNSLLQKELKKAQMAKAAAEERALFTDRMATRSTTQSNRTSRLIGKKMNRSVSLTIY
S1P4 antag – human S1P4 receptor antagonism; actives 0.26% (n = 220,000); S1P4-expressing cells, antagonist mode, reporter read-out; O95977; inhibition, % at 4.98 µM; in the data active = inhibition above about 29%;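 also: 0% = wells stimulated with agonist and 100% = vehicle wells without agonist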
Ba/F3 V617F tox – reduce viability of Ba/F3 cells dependent on JAK2V617F | Ba/F3 EpoR-JAK2V617F viability, ATP luminescence | inhibition, % at 5.6 µM | actives 1.1% (n = 220,000) | AID 1446;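 active = inhibition above the campaign mean plus 3 SD over all tested compounds, cut at about 24% in these data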;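 also: cytokine-independent growth of Ba/F3 cells driven by EpoR plus mutant JAK2; 0% = DMSO-treated cells and 100% = JAK inhibitor I control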
BaF3 tox – counter-screen for JAK2V617F inhibitors: parental Ba/F3 viability inhibitors | inhibition, % at 5.6 µM | CellTiter-Glo ATP luminescence | AID 1486 | actives 1.1% (n = 220,000);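 active = inhibition above a per-campaign cutoff, the mean inhibition of all tested compounds plus 3 SD, cut at about 27% in these data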;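 also: 0% = DMSO wells and 100% = JAK Inhibitor I control wells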
eIF4E 4G PPI – inhibitors of eIF4E and eIF4G interaction in translation initiation; inhibition, % at 21.7 µM; AID 782; TR-FRET eIF4E-eIF4GI(517-606) binding, 2 h; actives 0.37% (n = 220,000);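 active = inhibition above about 30%, limit read from the data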;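 also: 0% = full FRET control wells and 100% = background wells lacking eIF4GI fragment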
MDM2 E3 inh – inhibitors of human Mdm2 E3 ubiquitin ligase; cell-based MDM2 ubiquitination luciferase reporter, 2 h; 0 = plate control, 100 = twice control, blank-subtracted; Q00987; actives 0.11% (n = 210,000); signal enhancement, % at 5 µM;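 active = signal enhancement of 30% or more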;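 also: luminescence tracks abundance of the self-degrading MDM2-luciferase fusion protein; higher signal means inhibition of MDM2 E3 ligase activity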
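Material: Stable MDM2–luciferase fusion reporter cells | Amount: 2000 cells seeded into each well | Dosing: One concentration, 5 µM, with 0.2% DMSO | Incubation: 4 h cell settling then 2 h compound exposure, 37 °C | Measured by: Luciferase luminescence | Read-out basis: % enhancement relative to plate controls after blank subtraction | Benchmarks: Control and blank well means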
Active calls of the source: *; . = not tested or not shown; [ ] = remark or other dose. Compounds as they come, and some 4.1% of all compounds hit somewhere here.

SMILES	S1P4 ag	PERK inh	NPY2 pot ag	Wee1 degr inh	S1P4 antag	Ba/F3 V617F tox	BaF3 tox	eIF4E 4G PPI	MDM2 E3 inh
COc1ccc(C2=NC(c3ccccc3)CO2)cc1 (centres undefined)	1.8	0.7	9	2	1	-5	4	-7	.
CCC(=O)Nc1nnc(C(C)(C)C)s1	-3.6	1.1	6	0	-4	-2	2	2[fluorescence artefact?]	-18
CCC(C)N(C)C1CCN(C(=S)Nc2cccc(SC)c2)CC1 (centres undefined)	-0.1	0.6	-7	-3	0	4	10	0	-15
O=C(Nc1ccc(O)c(-c2nc3ccccc3s2)c1)c1cc(=O)c2ccccc2o1	0.1	0.9	13	-2	-25	-1	6	12[fluorescence artefact?]	2
O=C(CNC(=O)COc1ccccc1)NCc1ccccc1F	-0.3	0.9	2	1	-4	-1	6	3	-11
O=C(CCn1cccc(C(F)(F)F)c1=O)Nc1cccc(C(F)(F)F)c1	0.8	0.3	9	-2	0	0	2	0	-8
CCc1nnc(NC(=O)c2nc3nc(C)cc(C)n3n2)s1	0.3	1.3	-1	4	-3	0	10	0	-4
CNC(=O)CCN(Cc1ccco1)S(=O)(=O)c1ccc(OC)c(OC)c1	-0.8	0.5	-1	-1	3	3	4	1	-16
CCOC(=O)C1CCN(C(=O)Cc2c(C(=O)O)n(CC)c3ccccc23)CC1	1.4	0.9	3	-1	-17	-4	-1	4	-18
Cc1cc(/C=C2/C(=N)N3C(=NC2=O)SN=C3S(C)(=O)=O)c(C)n1-c1ccccc1	1.5	1.1	-15	-1	0	6	10	-5	-36
CC(C)Oc1cccc(C(=O)C2CCCN(Cc3cnc(N4CCOCC4)s3)C2)c1 (centres undefined)	1.6	-0.6	14	2	-14	-1	7	-3	-19
O=C(Nc1nccs1)c1ccc(Cl)s1	-1.0	-0.4	6	0	-5	2	2	0	-6
CCN(CC)S(=O)(=O)c1cccc(C(=O)N/N=C/c2cccc(O)c2O)c1	1.0	-0.3	-4	-1	-11	-2	4	7	-8
CCOC(=O)C1CCN(C(=S)Nc2ccc(S(N)(=O)=O)cc2)CC1	0.5	0.2	-18	-2	-3	2	2	3	-5
O=C(NCCN1CCOCC1)C(Sc1ccccc1)c1ccccc1 (centres undefined)	-0.5	0.8	4	-1	12	-3	1	4	-11
NS(=O)(=O)c1ccc(NC(=O)Nc2ccc(S(N)(=O)=O)cc2)cc1	1.6	1.9	0	0	-5	-1	-3	3	-12
c1ccc(CNc2c3c(nc4ncnn24)CCC3)cc1	-0.4	1.1	-9	-2	-10	1	-4	0	.
COc1ccc(N(CCC#N)S(=O)(=O)c2cccc3nsnc23)cc1	0.7	0.0	-9	1	6	1	4	1[fluorescence artefact?]	-6
CCOc1ccc(N2C(=O)Nc3ccccc3C2(O)C(=O)NCc2ccc(OC)cc2)cc1 (centres undefined)	0.8	-0.4	-2	-1	15	0	-1	1	-13
CC(=O)c1ccc(NC(=S)NN2C(C)CCCC2C)cc1 (centres undefined)	0.2	0.2	-2	2	-12	2	3	-2	3
CCCCC1=NN(C(=O)c2ccco2)C(O)(C(F)(F)F)C1 (centres undefined)	-0.8	0.7	15	-2	-3	0	4	0	-9
c1ccc2oc(-c3ccc(Nc4nc(N5CCCC5)nc(N5CCOCC5)n4)cc3)nc2c1	-0.8	1.8	0	-2	-28	0	4	-4	-10
COc1ccc(-c2nnc(SCCC(=O)O)n2C)cc1OC	-0.7	0.6	-10	3	-9	-4	1	2	0
O=C(Cn1ncc2c(=O)oc3ccccc3c21)N1CCN(c2ccccn2)CC1	1.0	-0.7	3	3	8	-4	2	17	0
CCCc1cc(=O)[nH]c(SCC(=O)NC2CCCCC2)n1	0.9	1.1	1	-2	-4	-1	6	-2	-24
O=C(N/N=C/c1cccc([N+](=O)[O-])c1)c1cc(-c2ccc3c(c2)OCO3)n[nH]1	0.9	0.6	4	1	-12	-6	7	5	-7
CCCNC(=O)Nc1cc(C)on1	0.9	0.7	20	0	1	-7	-4	0	-2
Cc1ccc(CNC(=O)CN(C)S(=O)(=O)c2cccc3nsnc23)cc1	0.3	0.5	-10	-3	-19	4	7	-2[fluorescence artefact?]	-5
COc1ccc(NC(=O)CCn2cccc2)c(OC)c1	1.1	0.2	-7	0	-12	-3	-1	6	-2
COc1ccccc1-n1c(SCC(=O)Nc2cc(C)on2)nc2c(c1=O)SCC2	1.2	-0.4	-6	-1	-5	3	3	-4	-5
Cc1cc(N2C(=O)C(=O)/C(=C(/O)c3ccc(Cl)cc3)C2c2cccc(Br)c2)no1 (centres undefined)	4.5	0.5	4	-2	-23	-1	3	4	-5
O=C(CN1C(=O)c2ccccc2S1(=O)=O)Nc1ccc(S(=O)(=O)N2CCCCC2)cc1	-0.4	0.5	5	9.1*	1	5	4	-2	-1
NC(=O)Cn1nnc(-c2ccccc2NC(=O)c2cnccn2)n1	0.0	0.2	-4	-1	9	-3	5	-7	-24
Cc1ccc(CNc2ccc3c(c2)ncn3C(C)(C)C)cc1	0.9	-0.7	7	-1	5	1	1	3	-19
CCOC(=O)NN1C(=O)c2ccccc2NC1c1ccccn1 (centres undefined)	1.5	1.5	6	2	-1	21	1	-6	0
CCC(=O)N1CCN(c2ccccc2NC(=O)Cc2ccc(Cl)cc2)CC1	-1.9	-1.0	-15	1	-12	2	8	0	8

4 of these compounds in a different format.
> COc1ccc(NC(=O)CCn2cccc2)c(OC)c1
  S1P4 ag = 1.1 | PERK inh = 0.2 | NPY2 pot ag = -7 | Wee1 degr inh = 0 | S1P4 antag = -12 | Ba/F3 V617F tox = -3 | BaF3 tox = -1 | eIF4E 4G PPI = 6 | MDM2 E3 inh = -2

> Cc1ccc(CNc2ccc3c(c2)ncn3C(C)(C)C)cc1
  S1P4 ag = 0.9 | PERK inh = -0.7 | NPY2 pot ag = 7 | Wee1 degr inh = -1 | S1P4 antag = 5 | Ba/F3 V617F tox = 1 | BaF3 tox = 1 | eIF4E 4G PPI = 3 | MDM2 E3 inh = -19

> CCOC(=O)NN1C(=O)c2ccccc2NC1c1ccccn1 (centres undefined)
  S1P4 ag = 1.5 | PERK inh = 1.5 | NPY2 pot ag = 6 | Wee1 degr inh = 2 | S1P4 antag = -1 | Ba/F3 V617F tox = 21 | BaF3 tox = 1 | eIF4E 4G PPI = -6 | MDM2 E3 inh = 0

> CCCNC(=O)Nc1cc(C)on1
  S1P4 ag = 0.9 | PERK inh = 0.7 | NPY2 pot ag = 20 | Wee1 degr inh = 0 | S1P4 antag = 1 | Ba/F3 V617F tox = -7 | BaF3 tox = -4 | eIF4E 4G PPI = 0 | MDM2 E3 inh = -2

Next records:
SMILES	S1P4 ag	PERK inh	NPY2 pot ag	Wee1 degr inh	S1P4 antag	Ba/F3 V617F tox	BaF3 tox	eIF4E 4G PPI	MDM2 E3 inh
CCOC(=O)N/N=C\c1ccc(OC(=O)c2ccco2)cc1	-0.5	-0.1	-12	3	19	0	6	-4	-2
CN(C)c1ccc(CN(C(=O)c2ccco2)C2CCS(=O)(=O)C2)cc1 (centres undefined)	-3.7	0.5	3	-1	-9	-1	2	4	4
CCOC(=O)Cc1csc(NC(=O)Cc2ccc(Br)cc2)n1	1.8	0.2	0	2	2	-2	-3	2	-10
C/C=C/c1ccc(OC)c(OC(C)=O)c1	-0.3	1.2	-8	1	-13	-2	7	-1[fluorescence artefact?]	-1
COC(=O)C(C)N(C(=O)c1ccc(C(=O)c2ccccc2)cc1)c1c(C)cccc1C (centres undefined)	-0.5	-2.3	-8	-1	13	5	8	-8	-9
CC(C)(C)NC(=O)c1ccccc1-c1nc(-c2ccccc2Cl)no1	-0.5	-0.5	-21	-3	-2	-1	-3	9	-8
CC(C)(C)SCCNS(=O)(=O)c1ccc(C#N)cc1	1.1	1.5	12	0	-12	1	4	5	-10
Cc1ccccc1CNc1nnnn1C	-1.0	0.9	0	-1	-18	2	6	-3	2
CC1CCc2cc(F)ccc2N1C(=O)c1cnc2sccn2c1=O (centres undefined)	-0.7	0.7	-1	5	-11	2	10	-5	-4
Cc1cc(C(=O)NNC(=O)Nc2ccccc2)no1	-0.5	0.7	0	3	12	-1	0	-3	-15
NC(N)=NC(=O)c1nc(Cl)c(N)nc1N	2.5	0.9	2	-1	-15	9	10	2	.
O=C(CN1C(=O)CCC1=O)Nc1cccc2c1C(=O)NC2=O	1.0	1.8	6	-1	-8	-2	4	-5	-5

Compound profiles, as listed above. Order of screens: S1P4 ag	PERK inh	NPY2 pot ag	Wee1 degr inh	S1P4 antag	Ba/F3 V617F tox	BaF3 tox	eIF4E 4G PPI	MDM2 E3 inh
CCc1nnc(NC(=O)c2nc3nc(C)cc(C)n3n2)s1 in the list: 0.3	1.3	-1	4	-3	0	10	0	-4
CCC(C)N(C)C1CCN(C(=S)Nc2cccc(SC)c2)CC1 (centres undefined) in the list: -0.1	0.6	-7	-3	0	4	10	0	-15
CCOC(=O)C1CCN(C(=O)Cc2c(C(=O)O)n(CC)c3ccccc23)CC1 in the list: 1.4	0.9	3	-1	-17	-4	-1	4	-18

(continued)
SMILES	S1P4 ag	PERK inh	NPY2 pot ag	Wee1 degr inh	S1P4 antag	Ba/F3 V617F tox	BaF3 tox	eIF4E 4G PPI	MDM2 E3 inh
O=C(CN1CCN(Cc2ccccc2)CC1)Nc1ccc(N2CCOCC2)cc1	-1.5	0.3	2	-1	-2	-3	1	0	-16
Cc1cc(O)c(-c2cc(C(=O)NCc3ccc4c(c3)OCO4)[nH]n2)cc1C	0.0	0.0	-23	-3	-12	3	1	-12	-12
NC(=O)c1ccsc1NC(=O)c1cc(=O)c2ccccc2o1	0.3	1.8	12	2	4	-4	3	-3[fluorescence artefact?]	.
Cc1ccc(Nc2nc(/N=C/N(C)C)n[nH]2)cc1C	0.8	-0.1	9	4	-10	2	9	-1	-3
O=C(CNC(=O)c1cccc(F)c1)N/N=C/c1ccc(O)c([N+](=O)[O-])c1	1.2	-0.1	3	3	-21	2	2	0	-19

Filtered by structure, the entries above containing bromine.
SMILES	S1P4 ag	PERK inh	NPY2 pot ag	Wee1 degr inh	S1P4 antag	Ba/F3 V617F tox	BaF3 tox	eIF4E 4G PPI	MDM2 E3 inh
Cc1cc(N2C(=O)C(=O)/C(=C(/O)c3ccc(Cl)cc3)C2c2cccc(Br)c2)no1 (centres undefined)	4.5	0.5	4	-2	-23	-1	3	4	-5
CCOC(=O)Cc1csc(NC(=O)Cc2ccc(Br)cc2)n1	1.8	0.2	0	2	2	-2	-3	2	-10
